GluA2 TARP mod: modulators of GluA2-stargazin AMPA receptor complexes, primary screen, cell-based, membrane potential dye. hit rate 3.5% among 40,000. calls only at 30 µM. HEK293 GluA2+stargazin, membrane potential dye (FDSS), glutamate EC50; hits were called plate by plate, in both directions. Voltage-dependent calcium channel gamma-2 subunit (Mus musculus) + Glutamate receptor 2 …. AID 1259245, 2017;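 active = any of four per-well response measures lying three or more SD from its plate-wide compound average, in either direction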
Target sequence (O88602 whole entry, looked up): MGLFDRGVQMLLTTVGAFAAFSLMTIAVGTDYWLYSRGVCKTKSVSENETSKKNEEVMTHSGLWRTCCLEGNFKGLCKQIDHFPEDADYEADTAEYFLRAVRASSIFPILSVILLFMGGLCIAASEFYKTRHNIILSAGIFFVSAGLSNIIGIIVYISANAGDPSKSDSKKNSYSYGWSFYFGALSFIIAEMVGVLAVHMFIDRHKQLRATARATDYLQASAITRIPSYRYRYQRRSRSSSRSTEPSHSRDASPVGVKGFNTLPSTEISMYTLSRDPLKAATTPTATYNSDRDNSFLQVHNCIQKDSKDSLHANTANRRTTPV
Target sequence (P19491 whole entry, looked up): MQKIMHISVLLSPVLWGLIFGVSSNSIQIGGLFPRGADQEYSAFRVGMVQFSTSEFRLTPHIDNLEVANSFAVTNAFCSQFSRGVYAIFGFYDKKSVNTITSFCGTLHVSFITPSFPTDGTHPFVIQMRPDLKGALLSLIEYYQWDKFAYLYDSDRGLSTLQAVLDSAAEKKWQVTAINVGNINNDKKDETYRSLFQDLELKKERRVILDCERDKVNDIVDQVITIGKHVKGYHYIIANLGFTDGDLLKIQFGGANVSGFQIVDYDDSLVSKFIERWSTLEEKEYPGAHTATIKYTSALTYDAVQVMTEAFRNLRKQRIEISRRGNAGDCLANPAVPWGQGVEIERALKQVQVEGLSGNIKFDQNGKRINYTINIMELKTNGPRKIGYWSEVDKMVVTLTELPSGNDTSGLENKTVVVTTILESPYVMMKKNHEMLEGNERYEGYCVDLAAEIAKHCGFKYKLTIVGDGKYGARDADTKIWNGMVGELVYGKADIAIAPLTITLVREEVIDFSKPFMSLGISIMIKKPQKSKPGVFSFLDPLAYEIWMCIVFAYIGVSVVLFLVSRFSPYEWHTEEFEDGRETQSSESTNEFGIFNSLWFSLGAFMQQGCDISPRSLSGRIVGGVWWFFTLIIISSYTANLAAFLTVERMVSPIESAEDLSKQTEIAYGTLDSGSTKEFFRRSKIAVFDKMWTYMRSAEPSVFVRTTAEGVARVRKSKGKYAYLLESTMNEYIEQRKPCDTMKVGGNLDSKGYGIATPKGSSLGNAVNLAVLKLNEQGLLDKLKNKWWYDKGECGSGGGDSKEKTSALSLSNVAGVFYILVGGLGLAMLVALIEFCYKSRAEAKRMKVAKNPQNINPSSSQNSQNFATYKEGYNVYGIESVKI
GluA2 TARP mod agonism max-min: further read-out of GluA2 TARP mod, marked with its call; compound max-min signal; compound-alone response (agonism);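 unitless range of fluorescence divided by baseline over first 100 seconds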
GluA2 TARP mod glutamate slope: also measured in GluA2 TARP mod; calls as there; glutamate slope, % of max; measured here: glutamate response slope, % max;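 scaled per plate between vehicle wells and maximal 1 mM glutamate control wells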
Starred values were filed as active, the others as inactive; i = inactive; + = active, no number; & = joins results of further samples.

No. | structure | GluA2 TARP mod | GluA2 TARP mod agonism max-min | GluA2 TARP mod glutamate slope
1 | CCOC(=O)c1c(NC(=O)CCSc2nnc(C)s2)sc2c1CCCC2 | i | 0.062 | 72
2 | Cc1cccc(-n2ncc3c2ncn2nc(-c4ccco4)nc32)c1 | i | 0.13 | 61
3 | COc1ccc2cc(CNc3ccccc3)c(=O)n(CC(=O)Nc3cccc(Cl)c3C)c2c1 | i | 0.071 | 48
4 | CCCCOc1ccc(C(=O)Nc2ccc3c(c2)N(C(=O)C2CC2)CC3)cc1 | i | 0.1 | 75
5 | O=C(NCC1CCN(Cc2cccs2)CC1)C(=O)Nc1ccc(OC(F)(F)F)cc1 | i | 0.092 | 66
6 | O=S(=O)(NC1(c2nc(-c3cnccn3)no2)CCCCC1)c1ccc2c(c1)OCCO2 | i | 0.089 | 44
7 | Cc1nn(C(=O)c2cccs2)c(C)c1CN1C(=O)c2ccccc2C1=O | i | 0.11 | 66
8 | O=C(Nc1ccccc1)N1CCN(Cc2nnnn2-c2ccccc2)CC1 | i | 0.13 | 73
9 | O=C(CC(c1ccccc1)c1ccccc1)N1CCN(C(=O)c2cnn3ccccc23)CC1 | i | 0.09 | 47
10 | Cc1ccc(N2CCCS2(=O)=O)cc1NC(=O)NCCc1ccccc1 | i | 0.083 | 58
11 | Cn1nc(CNC(=O)c2ccoc2)c2ccccc2c1=O | i | 0.13 | 49
12 | O=C1CCCN1c1ccc(NS(=O)(=O)c2ccc3c(c2)OCCO3)cc1 | i | 0.049 | 54

The listing continues:
No. | structure | GluA2 TARP mod | GluA2 TARP mod agonism max-min | GluA2 TARP mod glutamate slope
13 | O=C(c1ccc(F)cc1)N(C(=O)N1CCCCC1)c1cccc(Cl)c1 | i | 0.032 | 55
14 | Cc1cc(=O)[nH]c(-n2nc(C)c(CCC(=O)NCCCOC(C)C)c2C)n1 | i | 0.12 | 63
15 | CC1(C)CC(=O)C2=C(C1)NC1=C(C(=O)CC(C)(C)C1)C2c1cccs1 | i | 0.031 | 40
16 | COc1ccc(NC(=O)/C=C/c2ccc(C(C)C)cc2)c(OC)c1 | i | 0.057 | 65
17 | CCOc1ccc(-c2noc(CS(=O)(=O)c3ccc(Br)cc3)n2)cc1 | i | 0.082 | 47
18 | COc1ccc(S(=O)(=O)NCCCn2nc(-c3ccncc3)ccc2=O)cc1F | i | 0.041 | 37
19 | Cc1nc(NCCc2ccccc2)nc(N2CCOCC2)c1[N+](=O)[O-] | i | 0.11 | 64
20 | O=C(Cn1cnc(-c2ccccc2)cc1=O)N1CCCCC1 | i | 0.081 | 48
21 | CCc1ccccc1NC(=O)/C=C/c1ccc(OC)cc1OC | i | 0.084&0.04 | 41&112
22 | O=C(NCCOc1ccc(F)cc1)c1cc2ccccc2oc1=O | i | 0.096 | 55
23 | O=C(Nc1cccc(N2CCCC2=O)c1)c1cc(Br)ccc1Cl | i | 0.11 | 47
24 | O=C(NCCn1cnc(-c2ccccc2)cc1=O)c1cc(=O)c2ccccc2o1 | i | 0.092 | 61

Later entries
No. | structure | GluA2 TARP mod | GluA2 TARP mod agonism max-min | GluA2 TARP mod glutamate slope
25 | COc1cccc(C(CNC(=O)COc2ccccc2)N2CCOCC2)c1 (centres undefined) | + | 0.039* | 31*
26 | CC(C)Cn1c(-c2ccc(F)cc2)nc2c(c(=O)c3ccccc3n2C)c1=O | i | 0.17 | 76
27 | O=C(c1ccc(Cl)c(S(=O)(=O)N2CCOCC2)c1)N1CCN(c2cccc(Cl)c2)CC1 | i | 0.05 | 70
28 | COc1ccc(N2CCCS2(=O)=O)cc1NS(C)(=O)=O | i | 0.032 | 33
29 | COc1cccc(-n2nnc3c(N4CCN(C(=O)Cc5ccc(OC)c(OC)c5)CC4)ncnc32)c1 | i | 0.065 | 57
30 | Cc1ccc(C)c2[nH]c(=O)c(CCNC(=O)c3ccc(S(=O)(=O)N(C)C)cc3)cc12 | i | 0.093 | 44
31 | Oc1cc2ccccc2cc1-c1nc2c3cnn(-c4ccc(F)cc4)c3ncn2n1 | i | 0.13 | 70
32 | CN(C)C(CNC(=O)c1cccc(Br)c1)c1cccs1 (centres undefined) | i | 0.042 | 44
33 | Cn1c(=O)c2c(ncn2Cc2ccccc2)n(C)c1=O | i | 0.13 | 64
34 | CC(=O)c1ccc(NC(=O)CSc2ncc(S(=O)(=O)c3ccc(Cl)s3)c(N)n2)cc1 | i | 0.17 | 55
35 | CCOC(=O)CC(NC(=O)c1cc2cc(Cl)ccc2oc1=O)c1cccc([N+](=O)[O-])c1 (centres undefined) | i | 0.08 | 49
36 | CC(=O)Nc1ccc(C2=NN(S(C)(=O)=O)C(c3ccco3)C2)cc1 (centres undefined) | i | 0.13 | 68

As entered above:
#33 | GluA2 TARP mod agonism max-min: 0.13
#35 | GluA2 TARP mod agonism max-min: 0.08
#27 | GluA2 TARP mod agonism max-min: 0.05
#29 | GluA2 TARP mod agonism max-min: 0.065

Additional entries:
No. | structure | GluA2 TARP mod | GluA2 TARP mod agonism max-min | GluA2 TARP mod glutamate slope
37 | O=C(NCc1cccnc1)C(=O)Nc1ccc2c(c1)OCCO2 | i | 0.061 | 65
38 | O=C(Cn1nc(S(=O)(=O)c2ccccc2)ccc1=O)Nc1ccccc1F | i | 0.1 | 45
39 | O=C(NCCOc1ccc(-c2ccco2)nn1)c1ccc(Cl)cc1Cl | i | 0.026 | 63
40 | O=C(c1ccc(OC(F)(F)F)cc1)N1CCN(C(=O)c2cnn3ccccc23)CC1 | i | 0.1 | 44
41 | COc1cc(OC)cc(C(=O)Nc2nnc(CCS(=O)(=O)c3ccccc3)o2)c1 | i | 0.12 | 52
42 | CCOC(=O)c1ccccc1OC(=O)CS(=O)c1ccccc1[N+](=O)[O-] (centres undefined) | i | 0.058 | 45
43 | CC(C)NC(=O)CSc1nnc2c(=O)n(Cc3ccc(F)cc3)ccn12 | i | 0.034 | 47
44 | COc1ccccc1N1CCN(C(=O)C2CN(C(=O)COc3ccccc3F)C2)CC1 | i | 0.078 | 53
45 | COc1ccc(NC(=O)Nc2ccc(-c3ccc(N4CCCCC4)nn3)cc2)cc1OC | i | 0.087 | 39
46 | COc1ccc(NC(=O)Nc2ccc3c(c2)CCC(=O)N3)cc1OC | i | 0.07 | 57
47 | COc1ccc(OCCNC(=O)CCc2sc(C)nc2-c2cccs2)cc1 | i | 0.1 | 45
48 | CCN(C(=O)c1cc2c(=O)n(C)c(=O)n(C)c2s1)c1ccccc1C | i | 0.074 | 46

49	CN(C)C(CNC(=O)/C=C/c1ccco1)c1cn(C)c2ccccc12 (centres undefined)
50	COCCn1c(C2CC(=O)N(c3cc(Cl)ccc3OC)C2)nc2ccccc21 (centres undefined)
51	COc1ccc(NC(=O)c2ccc(C)cc2)cc1OC
52	CC(C)N1C(=O)SC(Nc2ccccc2)C1=O (centres undefined)
53	COc1ccc(-c2ccc(=O)n(CCCNC(=O)c3cc4ccccc4oc3=O)n2)cc1

Compound,49,50,51,52,53
GluA2 TARP mod,i,i,i,i,i
GluA2 TARP mod agonism max-min,0.095,0.043,0.12,0.12,0.11
GluA2 TARP mod glutamate slope,48,63,54,58,62

54	Cn1cc(C(=O)N2CCCC2)cc(NC(=O)C(=O)c2c[nH]c3ccccc23)c1=O
55	O=C(Nc1ccc(F)c(Cl)c1)c1ccc(=O)n(Cc2ccccc2F)c1
56	Cn1cccc1C(CNC(=O)COc1ccccc1)N1CCOCC1 (centres undefined)
57	CC(C)C(=O)Nc1sc2c(c1-c1nc3ccccc3s1)CCCC2
58	O=C(Nc1ccc(CC(=O)N2CCCC2)cc1)c1c(F)cccc1F

Compound,54,55,56,57,58
GluA2 TARP mod,i,i,i,i,i
GluA2 TARP mod agonism max-min,0.093,0.095,0.045,0.062,0.038
GluA2 TARP mod glutamate slope,57,38,49,31,34

59	Cc1ccccc1-c1noc(Cn2cnc3c(nnn3-c3cccc(Cl)c3)c2=O)n1
60	COc1cccc(C(CNC(=O)C(=O)Nc2cc(C)nc3ccccc23)N2CCOCC2)c1 (centres undefined)
61	CN(C)S(=O)(=O)c1ccc(C(=O)NCC2CCN(C(=O)Nc3ccc(F)cc3)CC2)cc1
62	CN(C)S(=O)(=O)N1CCN(c2ccc(Nc3ccncc3)nn2)CC1
63	COC(=O)Cn1c(=O)c2c(nc3n2CCCN3c2ccc(OC)cc2)n(C)c1=O

Compound,59,60,61,62,63
GluA2 TARP mod,i,i,i,i,i
GluA2 TARP mod agonism max-min,0.12,0.078,0.055,0.3,0.082
GluA2 TARP mod glutamate slope,49,65,60,51,28

Part of the list above, showing only GluA2 TARP mod:
| # | Compound | GluA2 TARP mod |
| --- | --- | --- |
| 60 | COc1cccc(C(CNC(=O)C(=O)Nc2cc(C)nc3ccccc23)N2CCOCC2)c1 (centres undefined) | i |
| 61 | CN(C)S(=O)(=O)c1ccc(C(=O)NCC2CCN(C(=O)Nc3ccc(F)cc3)CC2)cc1 | i |
| 62 | CN(C)S(=O)(=O)N1CCN(c2ccc(Nc3ccncc3)nn2)CC1 | i |
| 63 | COC(=O)Cn1c(=O)c2c(nc3n2CCCN3c2ccc(OC)cc2)n(C)c1=O | i |

Continued.
64	CSc1ccc(CC(=O)Nc2nc(-c3nc4ccccc4s3)cs2)cc1
65	CCOc1ccc(C2NC(=O)NC(CS(=O)(=O)c3ccc(C(C)(C)C)cc3)=C2C(=O)OC)cc1 (centres undefined)
66	O=C(CCc1csc(NC(=O)c2ccc(F)cc2)n1)Nc1ccc(Cl)c(Cl)c1
67	COc1cccc(NC(=O)c2cc(-c3ccccc3)nc3c2c(C)nn3C2CCS(=O)(=O)C2)c1 (centres undefined)
68	CC(C)c1ccc(NC(=O)c2n[nH]c3ccccc23)cc1

Compound,64,65,66,67,68
GluA2 TARP mod,i,i,i,i,i
GluA2 TARP mod agonism max-min,0.1,0.083,0.12,0.084,0.069
GluA2 TARP mod glutamate slope,57,54,58,55,66

69	O=C(NCCOc1ccc2nnc(-c3ccccc3)n2n1)c1ccc2ncsc2c1
70	CCCc1nnc(NC(=O)c2c[nH]c3ccc(F)cc3c2=O)s1
71	COc1ccc2sc(N(Cc3ccncc3)C(=O)Cc3ccccc3)nc2c1
72	Cc1cc(C)c(-c2ccc(=O)n(Cc3cccc([N+](=O)[O-])c3)n2)cc1C
73	CC1CCC(C(C)C)C(OCC(O)CN2CC(C)OC(C)C2)C1 (centres undefined)

Compound,69,70,71,72,73
GluA2 TARP mod,i,i,i,i,i
GluA2 TARP mod agonism max-min,0.092,0.14,0.084,0.1,0.093
GluA2 TARP mod glutamate slope,36,53,57,95,48

Among those listed so far, these contain a nitro group on carbon.
19	Cc1nc(NCCc2ccccc2)nc(N2CCOCC2)c1[N+](=O)[O-]
35	CCOC(=O)CC(NC(=O)c1cc2cc(Cl)ccc2oc1=O)c1cccc([N+](=O)[O-])c1 (centres undefined)
42	CCOC(=O)c1ccccc1OC(=O)CS(=O)c1ccccc1[N+](=O)[O-] (centres undefined)
72	Cc1cc(C)c(-c2ccc(=O)n(Cc3cccc([N+](=O)[O-])c3)n2)cc1C

Compound,19,35,42,72
GluA2 TARP mod,i,i,i,i
GluA2 TARP mod agonism max-min,0.11,0.08,0.058,0.1
GluA2 TARP mod glutamate slope,64,49,45,95

The list goes on.
74	Cc1ccc2c(=O)c(-c3nc(-c4ccc(F)cc4)no3)cn(CC(=O)Nc3cc(F)ccc3C)c2n1
75	COCCCNC(=O)c1cc2c(=O)n3cc(C)ccc3nc2n1C
76	Cn1nnc2c(N3CCN(C(=O)C(=O)c4c[nH]c5ccccc45)CC3)ncnc21
77	Cc1ccccc1OCC(=O)N1CCN(c2ncnc3c2nnn3-c2ccc(F)cc2)CC1
78	O=C1CN(CCC2=CCCCC2)C2CS(=O)(=O)CC2N1c1ccc(Cl)cc1 (centres undefined)

Compound,74,75,76,77,78
GluA2 TARP mod,i,i,i,i,i
GluA2 TARP mod agonism max-min,0.046,0.18,0.072,0.064,0.083
GluA2 TARP mod glutamate slope,36,52,36,63,54

Next part (5 carried over from the part before).
74	Cc1ccc2c(=O)c(-c3nc(-c4ccc(F)cc4)no3)cn(CC(=O)Nc3cc(F)ccc3C)c2n1
75	COCCCNC(=O)c1cc2c(=O)n3cc(C)ccc3nc2n1C
76	Cn1nnc2c(N3CCN(C(=O)C(=O)c4c[nH]c5ccccc45)CC3)ncnc21
77	Cc1ccccc1OCC(=O)N1CCN(c2ncnc3c2nnn3-c2ccc(F)cc2)CC1
78	O=C1CN(CCC2=CCCCC2)C2CS(=O)(=O)CC2N1c1ccc(Cl)cc1 (centres undefined)
79	Cc1ccc(-n2nnc(-c3nc(-c4ccccc4Cl)no3)c2C)cc1C
80	O=S(=O)(c1ccc(F)cc1F)N1CCC(c2nnc(-c3ccco3)o2)CC1
81	CCOc1ccccc1C(=O)N1CCN(c2ccc(-c3ccccn3)nn2)CC1
82	Cc1ccc(-c2ccc(SCC(=O)Nc3cc(C)on3)nn2)c(C)c1
83	O=C(c1cccc(Cl)c1)N1CCN(c2ncnc3c2nnn3-c2ccc(F)cc2)CC1
84	CCc1cccc(NC(=O)Cn2nc(SC)c(-c3nc(-c4ccc5c(c4)OCO5)no3)c2N)c1
85	Cc1cc(NC(=O)CSc2nc(=O)n(CC3CCCO3)c3c2CCC3)no1 (centres undefined)

Compound,74,75,76,77,78,79,80,81,82,83,84,85
GluA2 TARP mod,i,i,i,i,i,i,i,+,i,i,i,i
GluA2 TARP mod agonism max-min,0.046,0.18,0.072,0.064,0.083,0.2,0.095,0.19*,0.034,0.084,0.072,0.091
GluA2 TARP mod glutamate slope,36,52,36,63,54,63,49,43*,52,53,47,45

Screening data (PubChem)

The list is partial; rates above refer to the full screens.
